# HSF1 inh: HSF1 inhibition; hit rate 0.77% among 300,000; AID 2098; NIH3T3-HGL HSE-luciferase, MG132-induced, luminescence 8 h; stronger effect = lower value; activity change, negative = inhibition, % at 7.5 µM (by protocol);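 active = more than half of replicate wells show activity change below -50%, luminescence cut by over half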;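 note: luciferase reports HSF-1 transcriptional activity via heat shock element; 0% = median of DMSO wells and -100% = zero luminescence signal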
# HIF activator: HIF pathway transcriptional activation; U2OS HRE-luciferase reporter, luminescence; normalized: DMSO 0%, desferrioxamine 100%; activation, % at 7.5 µM (by protocol); hit rate 0.32% among 300,000;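 active = mean activation of at least 10% of the iron chelator positive control signal, with at least half of replicates also reaching 10%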
# KLF5 inhibitor: suppresses KLF5 promoter-driven expression; DLD-1 KLF5 promoter-luciferase reporter, luminescence; hit rate 0.23% among 290,000; inhibition, % at 5 µM;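 active = inhibition above a per-plate limit of that plate's mean compound inhibition plus 3 SD, cut at about 60% in these data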;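 note: 0% = DMSO wells and 100% = LY294002 at 200 µM; higher means less KLF5 promoter-driven luciferase light; inactives centre near -14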
# GSK3A inh: blocks human GSK-3 alpha kinase. P49840. ADP-Glo luminescence, 60 min. inhibition, % at 10 µM. hit rate 0.1% among 320,000;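 in the data active = inhibition above about 50%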;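 note: GST-tagged GSK-3 alpha with peptide substrate and 25 µM ATP; 0% = DMSO neutral wells and 100% = GW8510 positive control wells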
# Target sequence (P49840 whole entry, looked up): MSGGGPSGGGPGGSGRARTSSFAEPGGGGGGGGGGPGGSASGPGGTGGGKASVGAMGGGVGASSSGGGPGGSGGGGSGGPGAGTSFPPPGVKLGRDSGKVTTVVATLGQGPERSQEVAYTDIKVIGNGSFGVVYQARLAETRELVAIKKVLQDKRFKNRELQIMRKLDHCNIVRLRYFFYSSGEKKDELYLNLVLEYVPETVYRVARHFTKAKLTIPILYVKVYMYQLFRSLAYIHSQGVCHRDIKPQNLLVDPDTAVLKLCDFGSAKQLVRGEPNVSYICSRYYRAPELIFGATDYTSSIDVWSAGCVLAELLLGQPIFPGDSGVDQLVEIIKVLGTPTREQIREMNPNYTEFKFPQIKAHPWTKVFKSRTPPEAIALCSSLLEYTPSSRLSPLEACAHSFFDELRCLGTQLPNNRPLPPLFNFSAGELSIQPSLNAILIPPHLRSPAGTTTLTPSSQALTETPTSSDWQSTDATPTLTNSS
# AI-2 QS modul: modulators of Vibrio harveyi AI-2 quorum sensing system | Vibrio harveyi JMH597 AI-2 luminescence/OD600 ratio, 9 h; stronger effect = lower value; strain lacks LuxN and CqsS sensors; 0 = neutral-control median | activity change, % at 7.5 µM | hit rate 0.4% among 300,000 | AID 2094; in the data active = activity change below about -75%, passing the limit was not always enough;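 note: luminescence divided by OD600 gain over 9 h not by final OD600 alone; inactives centre near 13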
# HSP90 inh: HSP90 refolding inhibition in rabbit reticulocyte lysate. inhibition, % at 5.6 µM. hit rate 0.91% among 290,000. luciferase refolding luminescence, 3 h. AID 1789;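 active = inhibition above the screen-wide mean plus 3 SD, computed separately per campaign, cut at about 16% in these data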;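 note: 0% = DMSO wells and 100% = 60 µM geldanamycin wells; inhibitors lower the luminescence because luciferase stays unfolded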
# HSF-1 act: increases HSF-1 driven luciferase reporter signal; hit rate 1.7% among 300,000; AID 504408; activation, % at 9 µM; NIH3T3-HGL HSF-1 luciferase reporter, MG132, 8 h; 100% = twice DMSO control signal;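 active = mean replicate activation of at least 50% with a set share of replicates each reaching 50%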;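 note: 0% = median of the neutral control wells and 100% = twice that signal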
# GSK3beta inhib: blocks human GSK3beta kinase activity | P49841 | GST-GSK3beta kinase, ADP-Glo luminescence, 60 min; stronger effect = lower value | activity score (negative = inhibition), % at 10 µM | hit rate 0.038% among 300,000 | AID 2097;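 active = more than half of replicate wells score below -50%, meaning over 50% inhibition versus plate controls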;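 note: 0% = median DMSO wells and -100% = median GW8510 positive control wells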
# Target sequence (P49841 whole entry, looked up): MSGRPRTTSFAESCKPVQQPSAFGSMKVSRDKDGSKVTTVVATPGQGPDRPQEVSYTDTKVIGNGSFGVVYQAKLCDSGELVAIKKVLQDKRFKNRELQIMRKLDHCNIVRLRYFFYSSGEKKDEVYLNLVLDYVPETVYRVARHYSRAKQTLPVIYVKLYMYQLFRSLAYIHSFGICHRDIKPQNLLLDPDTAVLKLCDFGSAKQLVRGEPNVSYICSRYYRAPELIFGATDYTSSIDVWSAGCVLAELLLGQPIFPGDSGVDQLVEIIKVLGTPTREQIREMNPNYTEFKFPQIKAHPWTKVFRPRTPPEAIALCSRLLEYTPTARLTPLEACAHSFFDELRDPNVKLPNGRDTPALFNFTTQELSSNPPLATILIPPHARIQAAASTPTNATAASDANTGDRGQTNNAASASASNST
#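 Assay system: GST-tagged human GSK3beta kinase, cell-free; Input: 1.6 ng GSK3beta; Medium: Tris/MgCl2 kinase buffer; Timing: 60 min enzyme reaction, room temperature; Signal: ADP-Glo luminescence quantifying ADP generated by kinase; Evaluation: score relative to plate controls; Benchmarks: DMSO neutral wells and GW8510 at 20 µM as positive.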
# IEC-6 cytotox: IEC-6 cytotoxicity, counter-screen for KLF5 inhibitors; AID 1825; inhibition, % at 5 µM; luminescence viability; hit rate 0.78% among 290,000; in the data active = inhibition above about 22%;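 note: 0% = plate median of test compound wells and 100% = cytotoxic reference compound wells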
# aSyn UTR inh: MLPCN primary screen, SNCA 5' untranslated region; alpha-synuclein 5'UTR reporter, inhibitor activity; inhibition, % (tested at 7.5 µM); hit rate 0.82% among 300,000; AID 1813; in the data active = inhibition above about 60%;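 note: H4 neuroglioblastoma cells stably carrying SNCA 5'UTR luciferase fusion; 0% = DMSO wells and 100% = positive control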
# The depositor's hits bear a star; nt = not tested or not shown.
SMILES,HSF1 inh,HIF activator,KLF5 inhibitor,GSK3A inh,AI-2 QS modul,HSP90 inh,HSF-1 act,GSK3beta inhib,IEC-6 cytotox,aSyn UTR inh
CSc1ccn(CCC(=O)O)c(=O)n1,-6.6,0.1,0.8,-0.6,2.5,-3.4,23.1,0.5,-0.8,-8.5
Cc1ccnc(SCCn2c(N3CCN(C)CC3)nc3c2c(=O)n(C)c(=O)n3C)n1,1.3,-0.7,-17.8,0.7,10.9,-5.8,-4.6,0.1,1.9,6.4
CNC(=O)c1c(NC(=O)C(C)C)sc2c1CCC2,-1.4,-0.2,-5.3,-5.0,20.5,-5.6,-19.5,0.8,2.2,2.3
COc1cccc(OC2OC3COC(C)(C)OC3C(O)C2NC(C)=O)c1 (stereo unspecified),-6.2,-0.2,-4.8,-0.3,20.5,-4.2,3.3,3.7,-2.1,9.2
COc1ccccc1NC(=O)CN1CCN(CC(=O)Nc2ccc(F)cc2F)CC1,23.7,0.7,-64.9,nt,2.9,-3.9,68.5*,-0.3,6.6,-42.8
N#Cc1ccc(-c2cccnc2)nc1SCC(N)=O,-6.8,0.2,-19.8,1.8,13.7,-2.5,-5.7,-2.8,1.8,-8.6
CCOc1ccc2nc(NC(=O)NC3CCCCC3)sc2c1,18.3,2.6,-40.5,nt,17.1,5.1,8.3,-3.6,6.7,-71.8
Cc1ccccc1C(=O)NC(=S)NC1CCS(=O)(=O)C1 (stereo unspecified),-11.0,-0.1,-9.1,-1.1,18.6,-1.0,-9.7,2.2,-2.7,-3.7
Cc1ccc(C(c2nnnn2CC2CCCO2)N2CCN(Cc3ccccc3)CC2)cc1 (stereo unspecified),-0.2,0.0,-40.1,-1.1,15.7,1.7,8.2,3.5,7.6,15.2
C=C(C)C1CC=C(C)/C(=N/NC(=O)COc2cccc3ccccc23)C1 (stereo unspecified),7.1,2.1,-44.8,2.8,7.8,-1.2,19.9,-0.7,-3.5,-17.5
Clc1ccc(CNCc2cccs2)c(Cl)c1,-0.6,-0.2,-31.7,-3.2,3.0,-0.4,11.3,-0.6,0.5,14.6
CCN(CC)C(=O)c1ccc(-c2cccs2)s1,16.6,2.8,-90.8,4.4,16.4,7.7,44.9,6.4,4.6,-73.1
Cc1ccccc1N(CC(=O)Nc1ccc(F)cc1)S(C)(=O)=O,0.0,0.3,-18.0,-0.8,11.0,5.9,5.2,3.4,-1.0,-16.7
COCCn1c(SCc2cc(C(C)=O)ccc2OC)nc2cc(Cl)ccc2c1=O,4.8,-0.2,-5.0,0.7,21.2,0.7,12.5,-4.1,0.9,5.2
O=C(Nc1c2c(nn1-c1ccc(F)cc1)CS(=O)(=O)C2)C12CC3CC(CC(C3)C1)C2,0.1,0.0,-10.7,-2.8,20.4,-1.8,-1.8,-0.3,2.7,16.1
Cn1c(=O)[nH]c(=O)c2c1nc(N1CCNCC1)n2Cc1ccccc1,1.2,-0.5,-9.2,nt,11.8,2.5,-14.7,-2.2,-0.7,-16.5
CCNC(=O)C1CC(=O)N(Cc2ccc3c(c2)OCO3)C(=Nc2ccc(F)cc2)S1 (stereo unspecified),15.8,0.2,-34.2,-2.1,8.5,-2.3,38.1,1.4,-3.3,-1.5
CCN(CC1CCCN(CCc2cccc(OC)c2)C1)C(=O)c1ccc(COC)o1 (stereo unspecified),-1.8,2.6,-13.9,0.0,14.2,14.0,13.0,-0.5,5.1,-14.4
Cc1nc2nc(-c3ccccc3)[nH]n2c(=O)c1C,0.3,0.3,-60.3,-1.4,32.9,1.2,-1.2,-2.5,0.1,-119.4
COC(=O)CCCCCCCCC(O)C[N+]1(C)CCOCC1 (stereo unspecified),-3.9,-0.3,-34.6,-0.4,20.2,-2.4,-7.0,-1.0,-1.4,15.1

# 2 entries drawn at random from the list so far, as already listed:
SMILES,HSF1 inh,HIF activator,KLF5 inhibitor,GSK3A inh,AI-2 QS modul,HSP90 inh,HSF-1 act,GSK3beta inhib,IEC-6 cytotox,aSyn UTR inh
Cn1c(=O)[nH]c(=O)c2c1nc(N1CCNCC1)n2Cc1ccccc1,1.2,-0.5,-9.2,nt,11.8,2.5,-14.7,-2.2,-0.7,-16.5
CCNC(=O)C1CC(=O)N(Cc2ccc3c(c2)OCO3)C(=Nc2ccc(F)cc2)S1 (stereo unspecified),15.8,0.2,-34.2,-2.1,8.5,-2.3,38.1,1.4,-3.3,-1.5

# Additional entries.
SMILES,HSF1 inh,HIF activator,KLF5 inhibitor,GSK3A inh,AI-2 QS modul,HSP90 inh,HSF-1 act,GSK3beta inhib,IEC-6 cytotox,aSyn UTR inh
COc1ccc(C)cc1NC(=O)C(Sc1nnc2ccccn12)c1ccccc1 (stereo unspecified),-11.2,-0.6,-21.6,-0.6,14.3,-0.4,-23.6,-1.5,5.6,-10.0
CCOc1ccc(C(=O)N2CCN(c3cccc(C)c3C)CC2)cc1,0.6,-0.3,1.5,-1.9,1.4,1.9,-4.7,0.0,1.8,30.5
CCc1ccccc1NC(=O)CNCC(=O)Nc1ccccc1CC,11.0,-6.9,-7.2,-3.4,7.5,0.5,31.5,-23.0,2.0,-0.6
O=C(CC1SC(=Nc2ccccc2)N(CCCCO)C1=O)NCc1ccccc1 (stereo unspecified),1.3,-0.3,4.5,-1.0,17.2,5.5,-3.6,-1.8,-4.6,-10.4
CN(C)/C=C/C(=O)/C=C/c1ccc(Cl)cc1,-12.7,1.2,-23.5,1.4,17.9,-1.6,-8.5,0.3,2.5,-180.2
Fc1ccc(CNC(=S)Nc2ccc(Cl)cc2Cl)cc1,19.0,0.2,1.3,-6.0,7.6,-0.6,24.9,-0.8,-3.3,-14.2
CCCN(CCC(=O)Nc1cc(OC)cc(OC)c1)CC1CC1,-4.6,0.1,8.5,-0.8,38.4,1.2,-22.8,0.9,-1.6,-4.5
COCc1nnc(NC(=O)CS(=O)(=O)c2ccc(C)cc2)s1,-5.2,-0.2,8.7,-2.1,8.6,-2.6,-14.9,-4.8,6.7,21.7
Cc1ccc(-c2c3c(nc4sc(C(N)=O)c(N)c24)CCCC3)o1,-1.3,0.3,8.5,19.2,7.9,1.0,6.2,4.1,-6.9,26.3
COCC(=O)Nc1nc2n(n1)C(c1ccc(Cl)cc1)CC(c1ccc(OC)cc1)N2 (stereo unspecified),2.3,-1.4,-10.2,0.3,0.5,4.3,-1.7,0.8,2.0,18.6
Cc1cc(C(=O)c2ccc3ccccc3c2)c(C)o1,2.3,0.3,nt,-0.6,11.1,nt,14.4,-0.7,nt,-23.8
O=C1c2cccc3cc([N+](=O)[O-])cc(c23)C(=O)N1/N=C/c1ccc(O)cc1O,-2.9,-2.1,-4.6,-0.3,19.6,3.5,-5.7,3.4,9.5,-55.8
CCOC(=O)c1[nH]c2ccc(F)cc2c1NC(=O)CCN1CCSCC1,nt,nt,-26.5,0.4,nt,0.6,nt,nt,5.4,nt
O=C1C=CCC(/C=C/c2ccccc2)O1 (stereo unspecified),31.9,1.3,-23.6,0.3,13.2,0.7,25.5,-2.4,1.5,-104.4
O=[N+]([O-])c1ccc(/C=C/C2=NN(c3ccccc3)C(c3ccco3)C2)cc1 (stereo unspecified),nt,nt,0.6,-0.5,nt,3.2,nt,nt,13.4,nt
CC(C)(C)S(=O)(=O)c1cnc2c(-c3ccsc3)cnn2c1N,6.1,0.9,-5.2,nt,13.6,-1.2,-0.2,0.6,2.5,-74.4
Cc1csc(NC(=O)CSc2nnc(-c3ccoc3C)n2Cc2ccco2)n1,-0.4,0.0,-6.9,-2.5,-6.8,-4.0,7.5,-0.9,-7.6,14.3
Cc1ccc(C)c(NS(=O)(=O)c2cc(C(=O)Nc3ccccc3-c3ccccc3)ccc2Cl)c1,-4.4,-0.4,-27.8,-3.1,21.3,2.6,17.7,0.3,-3.4,24.1
COC(=O)c1ccc(OC(=O)c2cccnc2SC)cc1,-0.9,0.3,-4.3,3.1,15.6,1.7,5.8,0.2,-2.7,-6.6
O=Cc1c(OCc2ccccc2)ccc2ccccc12,18.2,1.2,-63.4,0.2,12.1,0.5,49.5,1.2,-1.5,-130.5
CN(C)CCn1c2c(c(SCC(=O)Nc3cccc(C(F)(F)F)c3)nc1=O)CCCC2,5.0,0.1,nt,-1.6,8.1,nt,12.2,-4.8,nt,8.0
O=C(c1c(Cl)nc2sccn12)N(C(=O)c1c(Cl)nc2sccn12)c1ccc(Cl)cn1,34.8,1.0,-71.9,-2.5,14.4,-3.4,46.7,1.0,7.2,-195.5
Cc1cccc(NC(=S)N(C)Cc2cn(C)c3ccccc23)c1,4.1,-3.2,10.8,0.3,-7.5,-0.7,7.9,1.3,-3.6,-4.9
O=C(NCC1CCCO1)c1cc(S(=O)(=O)N2CCCC2)c(Cl)cc1Cl (stereo unspecified),-1.8,0.2,-5.3,0.8,42.9,0.2,-5.4,-0.4,0.6,-15.7
CCCCCC(C)n1[nH]c(=O)cc1N (stereo unspecified),4.3,0.0,-3.2,nt,31.6,0.9,6.1,1.7,-1.7,0.5
CCOC(=O)c1sc(=S)n(-c2ccccc2)c1C,2.5,19.1*,-29.7,4.1,5.9,1.0,-8.1,-1.3,-1.2,16.1
NC(=O)Cn1cc(/C=N\NS(=O)(=O)c2ccc(F)cc2)c2ccccc21,-1.6,-0.5,-16.9,-0.9,11.4,0.8,-3.5,2.3,4.7,-2.5
CCOC(=O)COc1cc(OCC(=O)OCC)c2c(=O)cc(-c3ccccc3)oc2c1,-1.3,-0.4,-14.7,0.5,3.9,0.1,20.5,0.1,14.2,-1.8
COc1ccccc1C/C(N)=N/OC(=O)COc1cccc(C)c1C,6.0,-0.6,-10.4,-0.4,-13.3,2.0,-13.3,-0.7,3.3,-2.3
O=C(CN1c2ccccc2Sc2ccccc21)NNC(=S)Nc1ccc(Cl)cc1Cl,-7.4,-0.1,-16.0,1.2,17.2,0.1,-10.5,-1.8,-12.3,30.1
O=C(CSc1ccc2c(c1)OCCO2)Nc1cccc(S(=O)(=O)N2CCCCC2)c1,-2.9,0.5,-0.1,-1.1,18.9,1.7,12.4,1.8,0.4,-7.0
CC(C)(C)OC(=O)N1Cc2ccccc2C[C@H]1C(=O)N1CCC[C@H]1C(=O)O,-6.9,-0.9,-9.3,0.2,5.5,1.7,0.3,0.4,1.3,10.8
Cc1cccc(OCC(=O)Nc2ccc3c(c2)OCCO3)c1,nt,nt,-108.6,-1.6,nt,1.2,nt,nt,-7.1,nt
COc1ccc(OC)c(NC(=O)C2CCCN(S(=O)(=O)c3cccc4cccnc34)C2)c1 (stereo unspecified),0.5,0.0,-18.8,-3.9,25.6,-0.7,2.0,-1.3,-5.3,5.7
O=S(=O)(NC1CC1)c1ccc(S(=O)(=O)N2CCC3(CC2)OCCO3)cc1,-13.4,-0.2,28.6,-1.7,-2.8,2.6,-2.0,-4.2,7.4,-2.9
O=C(N/N=C1\CCc2ccccc21)c1ccccc1O,-0.6,0.7,-141.1,-1.2,31.2,7.2,-2.4,2.6,-6.3,35.3
Cc1ccc(C)c(N2CCN(c3ccc([N+](=O)[O-])cn3)CC2)c1,16.2,0.7,20.1,0.1,23.3,1.5,7.3,1.4,6.7,9.8
S=c1[nH]nc(-c2ccc(Cl)cc2)n1/N=C/c1ccco1,-3.1,0.3,-22.5,-1.8,11.3,4.3,-0.1,-0.7,1.1,9.4

# Compound activity as filed in PubChem BioAssay.
